SARS 3CLpro inh: SARS-CoV 3CLpro protease inhibition. P0C6X7. inhibition, % at 6 µM. 0.14% of 290,000 active. recombinant SARS-CoV 3CLpro, quenched FRET peptide cleavage; in the data active means inhibition above about 12%
BH1578 lux ind: quorum light induction in luxS cqsA deficient V. cholerae; 0.16% of 350,000 active; V. cholerae BH1578 lux reporter, luminescence, 6 h; AID 588436; activation, % at 18.7 µM; in the data active means activation mostly above about 9.7%, no sharp cut-off; inconclusive means no clear call, values can overlap the other calls; inactive means mostly below about 3.7%; further: not every result past the cut was called active; inactives centre near 0; reference of the scale not given here
Anthrax LF prot: inhibitors of Bacillus anthracis lethal factor protease; multiplex microsphere protease cleavage assay, LF; inhibition, % at 10 µM; 0.12% of 360,000 active; in the data active means inhibition above about 30%; inconclusive means no clear call, values can overlap the other calls; further: plate controls were buffer without enzyme for full effect and enzyme alone for no effect
Target sequence (P15917 whole entry, looked up): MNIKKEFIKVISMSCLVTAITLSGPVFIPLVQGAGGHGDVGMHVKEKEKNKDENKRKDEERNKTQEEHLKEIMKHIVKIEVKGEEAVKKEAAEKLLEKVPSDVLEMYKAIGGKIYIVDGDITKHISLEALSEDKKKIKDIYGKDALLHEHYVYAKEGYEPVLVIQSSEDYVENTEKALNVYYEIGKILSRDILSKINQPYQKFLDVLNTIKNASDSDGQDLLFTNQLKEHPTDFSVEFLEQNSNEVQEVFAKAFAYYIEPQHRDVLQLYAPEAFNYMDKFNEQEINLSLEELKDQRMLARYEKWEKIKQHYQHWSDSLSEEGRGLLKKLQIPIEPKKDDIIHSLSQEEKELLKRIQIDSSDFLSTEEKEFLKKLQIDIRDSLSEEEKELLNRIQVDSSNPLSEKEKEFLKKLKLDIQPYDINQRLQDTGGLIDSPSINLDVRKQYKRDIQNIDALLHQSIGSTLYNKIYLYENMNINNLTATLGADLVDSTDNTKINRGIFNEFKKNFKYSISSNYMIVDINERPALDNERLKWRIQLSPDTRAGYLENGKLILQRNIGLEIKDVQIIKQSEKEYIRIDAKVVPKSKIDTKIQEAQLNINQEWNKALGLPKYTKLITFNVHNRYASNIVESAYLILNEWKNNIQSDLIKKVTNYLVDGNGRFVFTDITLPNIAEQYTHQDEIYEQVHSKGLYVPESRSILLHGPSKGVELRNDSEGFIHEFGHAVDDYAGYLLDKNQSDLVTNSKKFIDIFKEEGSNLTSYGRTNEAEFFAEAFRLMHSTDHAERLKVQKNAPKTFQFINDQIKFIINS
TcdB GH inh: blocks C. difficile toxin B glycohydrolase activity; 0.24% of 350,000 active; TcdB glycohydrolase enzymatic assay, plate reader; inhibition, % at 9.99 µM; P18177; AID 652162; in the data active means inhibition above about 10%
PfHsp40 rescue: rescue of PfHsp40-mediated yeast toxicity; S. cerevisiae expressing PfHsp40, growth rescue, ATP luminescence; growth rescue, % at 12.5 µM; 0.68% of 340,000 active; in the data active means growth rescue above about 28%, passing the limit was not always enough; inconclusive means no clear call, values can overlap the other calls;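 further: yeast W303a lacking pdr1 and pdr3 grown in galactose medium; growth measured after three days at 30 °C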
PriA SSB inh: K. pneumoniae PriA-SSBct interaction inhibition; AID 1272365; 0.6% of 430,000 active; AlphaScreen SSBct-PriA binding, biotinylated peptide; inhibition, % at 33 µM; in the data active means inhibition mostly above about 37%, no sharp cut-off; inactive means mostly below about 20%;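 further: plate controls were negative control peptide for no effect and reference peptide for full effect; strong numbers were not always called active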
Rv3671c inh: inhibits the M. tuberculosis serine protease Rv3671c. P9WHR9. inhibition, % at 5.96 µM. 0.048% of 320,000 active. AID 2606; in the data active means inhibition above about 38%;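 further: extracellular domain of Rv3671c used as enzyme; 0% = enzyme with DMSO and 100% = no enzyme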
MazF activator: MazEF (E. coli) toxin RNase activation. P0AE70. FAM/BHQ RNA-DNA oligo cleavage fluorescence, 5 h. activation, % at 20 µM. 0.32% of 350,000 active. AID 504720; in the data active means activation above about 50%
VHR inh abs: blocks human VHR1 dual specificity phosphatase; 0.52% of 290,000 active; inhibition, % at 13.3 µM; recombinant VHR phosphatase, pNPP absorbance; in the data active means inhibition above about 50%; further: some compounds called inactive have numbers as strong as hits
Target sequence (P51452 whole entry, looked up): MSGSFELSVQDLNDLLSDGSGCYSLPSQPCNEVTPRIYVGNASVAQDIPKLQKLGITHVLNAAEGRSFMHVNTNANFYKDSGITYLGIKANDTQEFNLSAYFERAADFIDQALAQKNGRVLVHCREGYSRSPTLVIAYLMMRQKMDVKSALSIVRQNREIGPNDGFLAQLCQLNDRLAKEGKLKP
Yp Topo-I inh: blocks Yersinia pestis topoisomerase I activity; Y. pestis Topo-I cleavage product accumulation, plate reader; 0.064% of 360,000 active; activity, % at 10 µM; AID 504884; in the data active means activity above about 50%, passing the limit was not always enough; inconclusive means no clear call, values can overlap the other calls; further: inactives centre near 2
* marks the source's active call; other numbers are inactive results; i = inactive; ? = inconclusive; . = no result given; & = joins results of further samples. This is a subset (hit frequency here may not be typical).

SMILES	SARS 3CLpro inh	BH1578 lux ind	Anthrax LF prot	TcdB GH inh	PfHsp40 rescue	PriA SSB inh	Rv3671c inh	MazF activator	VHR inh abs	Yp Topo-I inh
O=C(NNc1cccc(Cl)n1)C(F)(F)F	1.1	0.0	1.1	-2.4	-0.8	0.1	0.6	-4.4	-1.4	-1.0
Cc1nc2c(C(=O)NCc3ccco3)cnn2c(C)c1Cc1ccc(F)cc1Cl	4.0	-0.7	-15.4	.	0.3	4.7	0.6	8.4	-4.1	2.2
Cc1ccc(-c2nnc(-c3cccc(Br)c3)o2)cc1	-1.1	-0.6	-0.4	.	0.0	-8.1	1.0	-1.5	10.9	0.4
COc1ccc(-c2c3c(cc(C)[n+]2[O-])oc2ccc(OC)cc23)cc1	3.7	-0.3	-2.0	.	0.9	1.6	-1.0	13.5	-4.5	6.4
Cc1nc(-c2cccc(S(=O)(=O)N3CCOCC3)c2)cs1	-4.4	1.0	5.5	1.2	-0.6	2.7	-6.0	-1.9	-10.9	-7.0
Cc1ccccc1CN(c1ccc(C(N)=O)cc1)S(C)(=O)=O	0.1	-1.8	2.6	.	-0.2	-3.8	-7.3	1.4	14.7	6.3
CCCCNC(=O)c1ccc2nc(CC)c(N(CCC(C)C)CCN(C)C)n2c1	.	i	-3.2	-0.4	.	.	.	.	.	-5.6
CCOC(=O)C1CCN(C(=O)c2cc(S(=O)(=O)N3CCOCC3)ccc2C)CC1	.	i	?	0.0	-0.5	4.2	0.8	2.6	.	2.9
CC(C)c1ccc(NC(=O)C2C3C=CC4(O3)C2C(=O)N(CCCN2CCCCC2)C4C(=O)NC2CCCCC2)cc1 (centres undefined)	6.0	-0.8	-3.6	-0.6	-0.5	-10.5	-4.5	15.5	31.1	1.9
CCCN(CCC)CCCNC(=O)CNC(=O)c1nn(-c2ccc(OC)cc2)c(=O)c2ccccc12	2.6	i	0.4	0.3	-0.5	4.0	3.0	7.6	-6.0	-0.3
O=c1c2sccc2n(Cc2cccc(F)c2)c(=O)n1-c1ccc(F)cc1	-2.0	0.0	-2.1	.	0.7	3.0	-2.7	-1.2	7.4	0.9
O=C(NC(=S)Nc1ccc(Br)cn1)c1cncc(Br)c1	-0.4	-1.0	-3.6	.	0.6	-0.6	-4.4	1.6	23.1	1.7
COc1ccc2c(O)c(-c3c(C)cc(C)cc3C)c(=O)[nH]c2c1	.	-1.3	16.3	0.4	0.7	-10.2	-4.2	-12.2	.	-6.0
CC(C)(CCC(=S)N1CCOCC1)c1ccccc1	.	-5.6	-4.4	0.9	-1.4	-4.3	.	6.3	.	-14.1
CC/S(CC1CC1(Cl)Cl)=N\S(=O)(=O)c1ccc(C)cc1 (centres undefined)	-4.2	-0.3	-1.4	.	-0.1	.	-7.2	-1.8	9.0	8.4
COC(=O)C(Cc1ccccc1)NC(=S)NC(=O)c1ccccc1 (centres undefined)	1.4	i	-1.0	2.5	-0.2	0.6	1.2	0.1	-2.0	-4.1
O=C(CN1CCN(Cc2ccc(Cl)cc2)C1=O)NCCCN1CCOCC1	-2.5	-0.3	2.8	0.6	0.6	-10.3	0.4	1.8	31.5	4.0
CN(C)/C(=N\OC(=O)c1ccccc1)c1nonc1N	-1.1	-0.1	-2.2	.	-2.2	.	-0.2	-3.8	9.6	-3.2
O=C(Cc1ccc(Cl)cc1)Nc1ccc(S(=O)(=O)Nc2ncccn2)cc1	-1.6	i	-4.3	-1.8	-1.2	3.5	1.3	2.4	16.5	1.6
CN(C)n1cnc2ccsc2c1=O	-0.9	-0.4	0.1	1.5	-0.1	-26.1	-0.2	-9.7	21.5	5.3
CCOc1ccc(S(=O)(=O)Nc2ccc(C(=O)NNC(=O)c3ccncc3)cc2)cc1	.	-0.7	-3.8	3.8	0.8	-0.7	1.4	0.4	.	-10.5
Cc1nc(SCc2ccccc2C)n[nH]1	7.5	i	-0.1	.	-1.9	-1.9	-5.8	-1.0	2.9	2.3
O=C(c1ccco1)N1CCN(C(=O)c2ccc(CS(=O)c3ccc(F)cc3)o2)CC1 (centres undefined)	9.8	-0.4	-2.7	-0.1	-0.4	7.0	4.8	5.6	34.4	-2.7
COc1ccc(-n2ncc3c(N4CCCCC4)ncnc32)cc1	3.5	-0.3	-7.5	.	-1.8	-8.2	1.7	0.3	33.6	27.4
COc1ccc(OC)c(/C=C/C(=O)N(C)CC(=O)Nc2ccc(N3CCOCC3)cc2)c1	.	-3.1	1.1	1.2	-1.0	-11.1	-0.1	4.1	.	3.7
CC(=O)Nc1cccc(-c2ccnc3c2CC(C(=O)Nc2ccc4c(c2)OCO4)O3)c1 (centres undefined)	.	-0.4	0.6	0.8	.	.	.	.	.	7.8
COC(=O)NCC(c1cccnc1)N1CCN(c2ccccc2OC)CC1 (centres undefined)	8.4	-5.0	-0.9	.	3.3	-7.6	0.7	4.0	27.6	6.1
O=C(N/N=C/c1ccc2c(c1)OCO2)c1ccc(NC(=O)c2ccc(F)cc2)cc1	-0.6	-4.0	-5.2	-0.3	0.3	.	-16.0	10.1	35.6	6.9
COCCNC(=O)CCCn1c(=O)c2ccccc2n(CC(=O)NCCC2=CCCCC2)c1=O	-0.2	i	-2.2	.	0.3	3.6&-2.0	.	1.8	3.5	-0.5
COc1ccc(Cl)cc1S(=O)(=O)n1nnc2ccccc21	-2.0	0.3	0.7	.	-1.0	-2.9	-4.2	-5.1	35.9	2.3
O=C(CSC1=Nc2ccccc2C2=NC(Cc3c[nH]c4ccccc34)C(=O)N12)NC1CCCCC1 (centres undefined)	1.1	-0.2	.	.	-0.7	5.8	-12.1	8.5	-1.8	8.5
Cc1nc(C(=O)NCCC(C)C)sc1C1(C)CC(c2ccccc2)=NO1 (centres undefined)	.	i	-5.5	1.4	-0.1	-14.3	-0.1	7.5	22.5	35.4
COc1ccc(-c2csc(C(C)(O)c3cccnc3)n2)cc1 (centres undefined)	.	i	-1.7	0.9	.	.	.	.	.	-7.7
NC(=O)CSc1nnc(-c2cccc(S(=O)(=O)N3CCOCC3)c2)o1	.	i	-5.7	0.3	.	.	.	6.2	.	-10.3
COCc1cc(C)nc(N2CCCCC2)c1C#N	3.0	.	-2.2	.	-0.5	-19.4	2.8	-0.4	-18.1	-4.3
Cc1nc(Nc2ccccc2F)c2nnn(Cc3ccccc3Cl)c2n1	8.0	-0.9	-3.1	1.5	-1.3	3.3	-3.9	61.6*	4.9	1.2
CCCn1c(SC(C)C(=O)NCC2CCCO2)nc2cc(Cl)ccc2c1=O (centres undefined)	.	1.7	?	0.9	-0.3	-2.5	9.2	0.0	.	9.3
O=C(Nc1nc(-c2ccc(F)c(F)c2)cs1)Nc1ccc(F)cc1F	4.6	-1.0	-0.7	-6.6	-1.4	-9.7	-11.3	4.0	2.4	3.3
O=C(NN1CCOCC1)c1ccccc1	-9.1	i	-1.0	0.0	8.8	10.1	-8.0	10.6	43.0	1.3
COc1cc(Cl)ccc1OCc1cc(C(=O)N2CCC(N(C)C)C2)no1 (centres undefined)	-7.2	-0.4	-1.3	1.4	-0.2	4.2	0.8	-0.4	9.1	-1.9
Cc1ccc2c(c1)C1CN(C)CCC1N2C(=S)Nc1ccc(Cl)cc1Cl (centres undefined)	1.9	i	-1.7	.	?	4.8	-5.9	15.7	9.1	-14.7
COc1ccccc1NC(=O)Cn1cnc2c1c(=O)n(C)c(=O)n2C	-1.8	i	-4.6	.	-0.2	0.3	2.8	-2.4	6.2	0.6
Cc1ccc(C(C)NC(=O)c2ccc3c(c2)OCCO3)cc1C (centres undefined)	-0.3	-0.3	7.2	1.1	2.2	-13.8	-11.2	6.9	55.0*	-5.8
Cc1cc(C)cc(NC(=S)NCC2CCN(C(C)c3ccccc3)C2)c1 (centres undefined)	3.1	-0.8	-2.5	1.9	-0.5	1.7	-7.6	4.6	20.6	0.6
CCn1c(CC(=O)Nc2ccc(Cl)c(Cl)c2)nnc1SCc1ccc(Cl)cc1	4.5	i	2.4	.	-2.8	-11.8	-0.9	-54.5	5.1	-1.8
N#Cc1c(C#N)c(O)c2ccccc2c1O	-2.0	-1.4	5.2	0.3	0.9	-3.5	-2.7	-172.9	-2.5	-3.5
CCc1nc(SCC(=O)Nc2ccccc2Cl)n[nH]1	1.7	-0.6	-1.6	1.9	0.4	-9.9	2.9	9.8	16.3	3.9
CNc1cncc(-c2ccc(NS(C)(=O)=O)cc2)n1	.	i	0.4	2.0	.	.	.	.	.	3.7
NC(=O)C1CCN(C(=O)c2cc3ccccc3cc2O)CC1	.	-1.2	-4.1	2.2	0.8	5.2	-3.5	1.3	.	-5.1
O=C(COC(=O)c1ccco1)Nc1nc2c(F)c(F)c(F)cc2s1	-0.6	-0.6	-6.1	-0.1	0.0	-14.8	-20.0	4.3	5.1	-5.2
Cc1ccc2c(CC(=O)NCCc3ccc(S(N)(=O)=O)cc3)coc2c1	0.8	-0.6	0.1	0.1	-2.0	-6.4	-0.6	5.7	18.8	1.0
O=C(Cn1c(=O)[nH]c2ccccc2c1=O)Nc1cccnc1	-2.8	-2.4	2.5	1.9	0.9	3.2	4.3	6.0	12.9	0.5
Cc1c([N+](=O)[O-])c(C(=O)NC2CCCC2)nn1C	-3.3	i	2.8	-0.2	0.1	3.0	.	1.9	16.7	-0.2
Cc1noc(C)c1C(=O)N1CCC1(C)C(=O)NS(=O)(=O)Cc1cccc(Cl)c1 (centres undefined)	.	i	2.0	-4.2	.	.	.	.	.	9.7
CC(=O)N1CCC(=NNC(=O)c2cc3ccccc3cc2O)CC1	5.1	-0.3	-1.9	0.1	5.3	-4.5	-7.5	8.6	3.7	5.3
CSCC[C@H](NC(=O)OC(C)(C)C)C(=O)N1CCC(C(=O)N[C@@H](C)C(=O)NC(C)c2ccccc2)CC1 (some centres undefined)	0.0	-0.4	3.9	0.9	-1.0	-0.9	0.7	0.1	32.8	17.8

Entries of single compounds from above. Order of values: SARS 3CLpro inh	BH1578 lux ind	Anthrax LF prot	TcdB GH inh	PfHsp40 rescue	PriA SSB inh	Rv3671c inh	MazF activator	VHR inh abs	Yp Topo-I inh
Cc1c([N+](=O)[O-])c(C(=O)NC2CCCC2)nn1C is entered as -3.3	i	2.8	-0.2	0.1	3.0	.	1.9	16.7	-0.2
O=C(COC(=O)c1ccco1)Nc1nc2c(F)c(F)c(F)cc2s1 is entered as -0.6	-0.6	-6.1	-0.1	0.0	-14.8	-20.0	4.3	5.1	-5.2
Cc1ccc2c(c1)C1CN(C)CCC1N2C(=S)Nc1ccc(Cl)cc1Cl (centres undefined) is entered as 1.9	i	-1.7	.	?	4.8	-5.9	15.7	9.1	-14.7
CNc1cncc(-c2ccc(NS(C)(=O)=O)cc2)n1 is entered as .	i	0.4	2.0	.	.	.	.	.	3.7

3 of the compounds above, bar-delimited.
canonical_smiles | SARS 3CLpro inh | BH1578 lux ind | Anthrax LF prot | TcdB GH inh | PfHsp40 rescue | PriA SSB inh | Rv3671c inh | MazF activator | VHR inh abs | Yp Topo-I inh
COc1ccccc1NC(=O)Cn1cnc2c1c(=O)n(C)c(=O)n2C | -1.8 | i | -4.6 | . | -0.2 | 0.3 | 2.8 | -2.4 | 6.2 | 0.6
Cc1ccc(C(C)NC(=O)c2ccc3c(c2)OCCO3)cc1C (centres undefined) | -0.3 | -0.3 | 7.2 | 1.1 | 2.2 | -13.8 | -11.2 | 6.9 | 55.0* | -5.8
Cc1cc(C)cc(NC(=S)NCC2CCN(C(C)c3ccccc3)C2)c1 (centres undefined) | 3.1 | -0.8 | -2.5 | 1.9 | -0.5 | 1.7 | -7.6 | 4.6 | 20.6 | 0.6

Screening results deposited in PubChem BioAssay by several laboratories.
